Compound activity deposited in PubChem BioAssay by several laboratories.
PKA-R1A act = activators of PKA-R1A holoenzyme, primary screen, biochemical, fluorescence polarization, Cy5-IP20, bovine R1A, mouse PKAc. cAMP-dependent protein kinase type I-alpha regulatory subunit (Bos taurus) + …. PKA-R1A dissociation; scaled: DMSO 0%, 113 µM cGMP 100%. activation, % at 11.4 µM. actives 0.083% (n = 340,000);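 active means percent activation above the mean of all tested compounds plus 3 SD, cut at about 19% in these data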;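 further: higher means more PKAc released from R1A so a rise in polarization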
AddAB inh = growth inhibition of E. coli expressing H. pylori AddAB, primary screen, AddAB inhibitor project, absorbance; inhibition, % at 11.9 µM; actives 0.29% (n = 330,000); in the data active means inhibition above about 12%;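 further: 0% = vehicle wells of infected cells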
HTR5A inv ag = HTR5A inverse agonists in luminescence cell assay, primary screen, counter-screen for OPRM1-OPRD1 heterodimer inverse agonist project, full-deck HTS. 5-hydroxytryptamine receptor 5A (Homo sapiens), P47898. HTR5A cell line, inverse agonism. actives 0.083% (n = 340,000). inhibition, % at 9.3 µM; in the data active means inhibition mostly above about 23%, no sharp cut-off; inactive means mostly below about 18%;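 further: 0% = cells with DMSO and 100% = no-cell wells with DMSO; some compounds called inactive have numbers as strong as hits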
Target sequence (P47898 whole entry, looked up): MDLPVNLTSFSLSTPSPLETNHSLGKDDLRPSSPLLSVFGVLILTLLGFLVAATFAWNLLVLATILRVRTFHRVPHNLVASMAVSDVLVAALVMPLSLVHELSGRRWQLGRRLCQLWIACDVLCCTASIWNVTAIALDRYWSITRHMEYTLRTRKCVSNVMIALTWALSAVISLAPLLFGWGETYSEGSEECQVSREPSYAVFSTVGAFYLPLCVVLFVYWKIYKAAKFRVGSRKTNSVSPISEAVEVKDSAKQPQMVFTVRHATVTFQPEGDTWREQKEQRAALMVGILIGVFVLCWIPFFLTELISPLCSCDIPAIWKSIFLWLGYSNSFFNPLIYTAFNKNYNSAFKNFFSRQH
DAGLB inhibitor = DAGLB lipase inhibitors, primary screen, biochemical, fluorescence, HTS | HEK293T DAGLB membrane lysate, EnzChek fluorogenic substrate | inhibition, % at 5.17 µM | actives 0.059% (n = 340,000) | AID 504411, 2011; in the data active means inhibition above about 34%;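 further: 0% = enzyme with vehicle and 100% = wells lacking enzyme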
Target sequence (Q8NCG7 whole entry, looked up): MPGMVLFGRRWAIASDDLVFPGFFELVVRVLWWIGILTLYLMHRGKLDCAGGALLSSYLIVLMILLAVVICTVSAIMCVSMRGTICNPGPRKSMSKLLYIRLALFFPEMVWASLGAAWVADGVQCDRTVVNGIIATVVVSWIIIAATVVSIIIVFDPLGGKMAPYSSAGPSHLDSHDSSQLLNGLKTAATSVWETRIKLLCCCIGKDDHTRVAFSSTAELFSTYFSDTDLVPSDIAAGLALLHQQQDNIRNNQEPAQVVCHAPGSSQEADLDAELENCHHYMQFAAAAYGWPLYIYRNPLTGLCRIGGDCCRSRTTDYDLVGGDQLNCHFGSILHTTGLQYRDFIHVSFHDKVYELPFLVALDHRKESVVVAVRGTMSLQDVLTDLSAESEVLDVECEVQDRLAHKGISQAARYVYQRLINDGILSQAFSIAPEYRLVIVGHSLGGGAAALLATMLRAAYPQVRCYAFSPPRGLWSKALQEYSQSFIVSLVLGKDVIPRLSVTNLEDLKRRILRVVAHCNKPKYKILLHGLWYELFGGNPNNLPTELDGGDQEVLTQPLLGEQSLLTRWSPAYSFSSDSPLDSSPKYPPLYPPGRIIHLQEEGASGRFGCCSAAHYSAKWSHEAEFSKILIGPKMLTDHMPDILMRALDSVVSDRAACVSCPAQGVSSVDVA
Mot1-301 SUMO = yeast Mot1-301 growth rescue at high temperature, primary screen, SUMOylation pathway inhibitor project, S. cerevisiae, ATP luminescence, 38.5C; AID 2716, 2010; actives 1% (n = 320,000); growth rescue, % at 18.8 µM; S. cerevisiae Mot1-301 growth rescue; percent above DMSO median, 100 means doubled;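 active means every valid replicate shows activation above 250% relative to neutral control wells; inactive means the rest, any valid replicate at or below 250%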;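 further: OY570 slx delta 5 strain wells were the positive control but not used for scaling; some compounds called inactive have numbers as strong as hits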
phage Ecoli inh = growth loss of phage-infected E. coli, primary screen, RecBCD inhibitor project, absorbance, with phage, HTS. inhibition, % at 11.9 µM. AID 651602, 2012. actives 0.26% (n = 360,000); in the data active means inhibition above about 11%
CDK5 p35 inh = inhibitors of human CDK5/p35 kinase, primary screen, biochemical, single concentration. Cyclin-dependent kinase 5 (Homo sapiens) + Cyclin-dependent kinase 5 activator 1 (Homo …. Recombinant CDK5/p35, ADP-Glo luminescence, 60 min. inhibition, % at 10 µM. actives 0.01% (n = 330,000). AID 488839, 2010;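 active means highest replicate inhibition of at least 50% and at least 75% of replicates reaching 50%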;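 further: plate controls were DMSO neutral control for no effect and GW8510 at 10 µM for full effect; many of its hits are not listed in these tables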
Ecoli viability = E. coli V3065 growth inhibition, primary screen, counter-screen for AddAB inhibitor project, absorbance, OD600; 18 h; actives 0.27% (n = 330,000); inhibition, % at 11.9 µM;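 active means inhibition above the campaign's mean inhibition across all tested compounds plus 3 SD, cut at about 9.9% in these data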;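 further: uninfected addAB+ strain grown without phage in ampicillin broth; 0% = DMSO wells and 100% = ciprofloxacin 0.95 µg/ml wells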
Tat export inh = E. coli Tat export inhibitors, primary screen, MC4100, TorA-mCherry reporter, fluorescence, single point; inhibition, % at 10 µM; actives 0.036% (n = 340,000);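 active means mean replicate inhibition at least 50% and at least half of replicates individually reaching 50%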;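 further: exported cargo escapes ClpAP degradation while cytoplasmic cargo is degraded and loses fluorescence; 0% = median of neutral control wells and 100% = median of NaSCN control wells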
HTR5A ag = HTR5A agonists in luminescence cell assay, primary screen, counter-screen for OPRM1-OPRD1 heterodimer agonist project, full-deck HTS. AID 504692, 2011. activation, % at 9.3 µM. actives 0.61% (n = 340,000). cell-based; in the data active means activation mostly above about 9.5%, no sharp cut-off; inactive means mostly below about 7.6%;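 further: 0% = cells with vehicle only and 100% = reference agonist; strong numbers were not always called active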
PKA-R2B activ = activators of PKA-R2B holoenzyme, primary screen, biochemical, fluorescence polarization, Cy5-IP20, human; cAMP-dependent protein kinase catalytic subunit beta (Homo sapiens) + cAMP-dependent …; PKA-R2B holoenzyme dissociation; R2B truncated from residue 108, S112A mutant; 0% DMSO only, 100% 113 µM cGMP; activation, % at 11.4 µM; actives 0.079% (n = 340,000); AID 504700, 2011;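 active means activation above a cutoff set at the mean over all compounds plus 3 SD, cut at about 18% in these data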;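 further: higher means more holoenzyme dissociation and a rise in polarization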
* marks the source's active call; other numbers are inactive results; i = inactive; . = no result given; & = joins results of further samples.

SMILES	PKA-R1A act	AddAB inh	HTR5A inv ag	DAGLB inhibitor	Mot1-301 SUMO	phage Ecoli inh	CDK5 p35 inh	Ecoli viability	Tat export inh	HTR5A ag	PKA-R2B activ
O=S(=O)(c1cccs1)N1CCN(c2ccc(Cl)cc2)CC1	-7	2.6	-6	-3	-5	2.0	3.8	-1.8	3	2	2
COc1ccc2[nH]c(=O)c(CN(CCN3CCCC3)C(=O)Nc3ccccc3Cl)cc2c1	-10	3.5	-29	-1	-4	0.7	0.9	0.5	-4	3	5
COc1ccc(S(=O)(=O)NCCc2ccncc2)cc1	-7	0.4	-21	0	-3	1.9	0.3	1.3	-6	6	-3
Cc1cccc2c(SCC(=O)NCC3CCCO3)nc(-c3ccc(F)cc3)nc12 (stereo unspecified)	-11	1.8	-18	1	-9	3.1	3.9	3.5	6	7	-18
NS(=O)(=O)c1ccc(NC(=S)N2CCc3ccccc32)cc1	10	2.7	-4	-2	-11	2.3	0.3	3.7	-2	0	7
COc1ccc(C)cc1NC(=O)C1CCCN(S(=O)(=O)c2ccc3[nH]c(=O)ccc3c2)C1 (stereo unspecified)	-14	1.7	-9	2	-1	-3.8	-0.9	-1.5	7	3	1
Cc1ccc(S(=O)(=O)N2CCCN(C(C)c3nc4ccccc4c(=O)[nH]3)CC2)cc1 (stereo unspecified)	-4	0.8	5	1	-13	1.8	-3.4	0.7	1	-2	1
COc1ccc(/C=C/C(=O)NC(=S)Nc2ccc(S(=O)(=O)Nc3cc(C)on3)cc2)cc1	-12	1.7	-12	7	-9	0.9	-0.2	-1.1	-4	4	-10
CCn1c(C)nc2cc(C(=O)NNC(=S)Nc3ccccc3)ccc21	3	0.8	7	1	-1	2.2	1.1	-1.5	5	-3	4
Cc1cc2oc(=O)cc(CN3CCCCC3)c2cc1O	-5	0.6	-5	-3	2	2.5	2.9	0.3	-9	1	3
O=C(N/N=C/c1sc2ccccc2c1O)c1cccc2ccccc12	2	5.9	3	6	-4	13*	0.3	-1.3	-3	-4	-4
O=[N+]([O-])c1cc(S(=O)(=O)N2CCCCC2)ccc1NCc1cccc(Cl)c1	-3	1.9	1	-5	-9	1.1	3.7	0.3	17	0	-8
O=C(NC(Cc1ccccc1)C(=O)NC(Cc1ccccc1)C(=O)O)c1ccccc1 (stereo unspecified)	-4	2.9	-9	0	-2	2.8	-0.9	-1.6	-2	2	-7
Cc1ccc(CNC(=O)/C=C/c2ccc(Br)o2)cc1	-7	-0.7	16	-8	-1	1.3	-1.1	-1.4	1	-1	-10
CN1CCN(C(=O)c2cc(Cl)ccc2NC(=O)c2ccc(Cl)cc2Cl)CC1	-7	-3.0	8	0	-1	0.1	0.6	-1.8	-7	5	-8
CCOc1cc(S(=O)(=O)N2CCN(Cc3ccccc3)CC2)ccc1Br	3	2.6	-3	-5	43	1.2	0.6	-0.1	12	0	-13
c1cnc(Oc2ccc(-c3nnco3)cc2)cn1	-17	1.1	-14	0	-4	1.1	0.3	3.0	-7	3	-5
CC(=O)Nc1ccc(S(=O)(=O)Nc2nc(C)cc(-n3nc(C)cc3C)n2)cc1	-8	3.4	-14	-3	-3	0.7	0.9	-1.1	-8	10	3
CNC(=S)NCc1ccc(OC)cc1	-9	1.9	10	1	14	3.4	2.3	-1.5	0	-1	-1
O=C(CN1C(=O)/C(=C/c2ccc(C(F)(F)F)cc2)Sc2ccccc21)NCCCN1CCOCC1	6	1.7	11	1	-5	0.8	2.0	-2.1	3	-3	-1
Cc1ccc(N2CC(C(N)=O)CC2=O)cc1 (stereo unspecified)	4	0.3	-20	0	-4	2.0	3.8	2.2	-6	8	13
COc1ccccc1C1(CC(=O)N2CCCCC2)CCOC(C(C)C)C1 (stereo unspecified)	10	4.9	-25	-6	-11	2.9	1.9	0.4	-2&1	9	-2
CCCc1c(C(=O)N/N=C(\C)CCc2ccccc2)nnn1-c1nonc1N	-8	1.7	-5	-3	4	2.5	.	-0.2	-2	1	10
C[C@@H]1CN([C@H](C)CO)C(=O)c2cc(NC(=O)Nc3cccc4ccccc34)ccc2O[C@H]1CN(C)Cc1ccc(C(F)(F)F)cc1	3	2.0	6	1	.	0.6	-0.2	-1.6	-17	-2	6
CCCN1CCN(CCNC(=O)Nc2cc(C)ccc2C)CC1	-4	-0.3	14	0	-16	1.2	1.3	-3.6	7	-4	-1
O[C@@H]([C@H](O)[C@H](O)CBr)[C@H](O)CBr	-4	-3.0	11	0	5	2.9	0.0	-0.9	-26	-3	-2
CN1CCN(S(=O)(=O)c2cccc(S(=O)(=O)c3ccc(Cl)c(Cl)c3)c2)CC1	5	1.6	-8	0	-2	2.9	-0.3	0.1	5	1	-2
O=C(Nc1ccccc1)/C(=C/c1ccccc1)c1ccccc1	8	2.3	5	-8	9	2.4	2.1	-0.3	7	-2	10
COC(=O)c1ccc(OCC(=O)Nc2nn(-c3ccccc3)nc2C(N)=O)cc1	7	0.7	-3	2	3	1.2	-0.4	-0.4	-3	1	3
CCOC(=O)Cc1csc(NC(=O)CSc2nc3cccnc3n2CC)n1	5	0.3	-11	-3	-1	0.8	-0.3	-2.3	-2	-4	-1
O=C(O)CCCNC(=O)c1cncc(O)c1	1	0.5	-4	1	-8	0.3	1.0	0.2	-5	2	-7
COc1ccccc1N(CC(=O)NCC1CCCO1)C(=O)CCC(=O)Nc1cc(C)on1 (stereo unspecified)	9	6.2	-8	-4	752*	1.7	0.0	1.4	-5	3	-14
CC1(C)C(c2ccccc2)=NC(c2ccc(Br)cc2)N1O (stereo unspecified)	-10	3.6	36	-4	0	-2.5	0.5	1.1	-8	0	2
CCC(C)Sc1cccc(-c2nc3ccc(C)cn3c2NC2CCCCC2)c1 (stereo unspecified)	-11	2.5	8	-11	341*	3.7&0.1	-3.6	-0.2	12	-3	5
CCOc1ccc(N2C(=O)Nc3ccccc3C2(O)C(=O)NCc2ccccc2)cc1 (stereo unspecified)	-3	-1.1	-1	1	36	1.4	-1.0	-3.0	-2	0	-1
COc1ccc(C(CC(=O)O)NS(=O)(=O)c2ccc(C)cc2)cc1OC (stereo unspecified)	0	3.2	-15	-2	13	1.7	-0.4	-0.2	1	6	-2
CN(C(=O)c1cc(S(=O)(=O)N2CCOCC2)cs1)c1ccccc1	-11	2.5	5	0	6	1.0	0.7	3.6	-4	-1	-3
COc1cc(C(=O)N/N=C(\C)Cc2ccccc2)cc(OC)c1OC	5	1.2	-18	-6	28	3.0	2.2	-0.5	0	7	-3
O=S(=O)(Nc1ccccn1)c1ccc(Oc2ccccc2)cc1	4	4.1	-2	1	58	3.5	0.4	1.3	-4	6	16
CC(=O)Nc1cccc(NS(=O)(=O)Cc2ccc(Cl)cc2)c1	-2	0.1	7	2	-1	-0.3	0.9	2.1	6	8	5
S=C(c1ccc(N2CCOCC2)cc1)N1CCOCC1	-9	1.8	24	0	23	2.4	-0.2	-0.9	-11	-3	-2
Cc1ccccc1C(=O)N(C)Cc1ccccc1	-8	2.8	14	0	-3	1.2	0.0	-0.7	2	4	7
Cn1c(SCC(=O)Nc2nccs2)nnc1-c1cccnc1	-2	0.1	1	3	-8	2.3	-8.8	-3.4	27	0	-16
O=[N+]([O-])c1ccc(N2CCN(S(=O)(=O)c3ccccc3[N+](=O)[O-])CC2)cc1NCc1cccnc1	-18	2.0	7	1	-2	1.0	-2.6	-1.1	-2	1	-8
Cc1ccc(-c2csc(N3CCN(c4cc5c(cc4Cl)nc(C)n5CCN4CCCCC4)CC3)n2)cc1	-7	-1.6	.	0	224	0.5	-0.8	-1.4	3	.	-15
CCOc1cc(NC(=S)NCC(C)C)c(OCC)cc1NC(=O)c1cccs1	-3	2.1	-13	-1	10	1.9	1.8	-0.6	-6	2	-4
CCN(CC)S(=O)(=O)c1ccc(NC(=O)c2ccc(OCC3CCCO3)cc2)cc1 (stereo unspecified)	-4	2.8	-16	-2	-8	9.9	-0.5	-1.0	3	6	-1
COCCSc1ccccc1C(=O)Nc1nccs1	5	-0.4	14	-1	-15	1.6	2.5	-0.9	-1	7	-1
Cc1cnn(-c2cc(N/N=C/c3ccccc3F)ncn2)c1	7	-2.2	-10	-1	1	2.0	1.3	-0.2	0	4	8
CCOC(=O)C(NC(C)=O)(Nc1ccc(S(=O)(=O)Nc2onc(C)c2C)cc1)C(F)(F)F (stereo unspecified)	-2	-1.0	2	-2	8	1.6	0.1	2.1	6	0	3
O=C(O)c1ccc(NC(=O)C2(c3ccccc3)CCCC2)cc1	15	0.6	9	1	17	3.0	0.2	-2.2	1	-3	-7
CSc1ncc(C(=O)Nc2ccc(C(C)=O)cc2)c(C)n1	-3	.	-12	1	-15	-3.6	-2.0	.	-11	3	-11
CC(=O)Oc1cccc2c1C(=O)c1c(OC(C)=O)cc(C(=O)O)cc1C2=O	-8	-0.8	25	2	i	1.8	-1.8	-0.8	-1	-7	4
Cc1ccc(-c2nnc(NC(=O)CCS(=O)(=O)c3ccccc3)o2)c(C)c1	-2	.	0	3	.	0.1	0.5	.	3	-1	-2
Cc1ccc2nc(-c3ccc(NS(C)(=O)=O)cc3)cc(-c3ccccc3)c2c1	-14	1.6	-2	-1	-3	2.3	2.7	-2.1	5	1	-7
N#C/C(=C\Nc1ccccc1SC(F)(F)F)c1nc(-c2ccc(F)cc2)cs1	3	-0.7	-8	-2	12	6.2	1.6	-2.3	-5	-2	-2
COc1ccc(-c2noc(CN(C(=O)C(C)(C)C)C(C)C)n2)cc1	2	3.5	-3	-2	9	2.3	-0.7	-1.1	-5	1	-2
CN1CCc2cc3c(c4c2[C@H]1[C@H](O)c1ccccc1-4)OCO3	2	13*	2	-1	-7	1.1	0.3	7.5	6	-1	6
COc1ccc(-c2cc(C(=O)N3CCN(c4ccccc4OC)CC3)no2)cc1OC	-5	0.8	-16	0	174	-3.4	-0.6	-0.2	5	0	5
